Screening results (PubChem)
E-selectin induc: E-selectin induction on HUVECs. HUVEC E-selectin immunofluorescence imaging; normalized: neutral wells 0, TNF-alpha wells 100. P16581. activation, % at 7.58 µM. hit rate 0.37% among 260,000. AID 686992;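 active = mean E-selectin-positive cell signal at least 10% of the positive control, reached in at least 60% of replicates, without over 20% cell loss; inconclusive = no rule given, readout overlaps actives, possibly toxicity-flagged; inactive = the rest, including those meeting only one limit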;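 note: in these data hits start at about 27%; measured in HUVEC primary endothelial cells; signal is the percent of cells scored E-selectin positive by PE staining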
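Material: HUVEC primary endothelial cells; Amount: 3,000 cells per well; Dosing: single concentration; Medium: EGM-2 growth medium on 0.1% gelatin-coated wells; Read-out basis: percent E-selectin-positive cells; Signal: immunofluorescence imaging; Control set: TNF-alpha, DMSO.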
RAD54 branch: blocks human RAD54 Holliday junction branch migration; Q92698; FAM/BHQ fluorescence; inhibition, % at 10.4 µM; hit rate 0.14% among 360,000; AID 602329;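 active = mean normalized replicate activity at least 40 and at least half of replicates scoring 40 or more; inconclusive = only one of the two criteria met; inactive = mean below 40 and under half of replicates reaching 40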;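 note: 0% = median of neutral control wells and 100% = median of positive control wells; inhibitors cause a drop in the FAM fluorescence signal; in these data hits start at about 50%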
PglD inh: PglD (C. jejuni) enzyme inhibition; purified PglD enzyme, DTNB colorimetric CoA detection; inhibition, % at 12.5 µM; hit rate 0.098% among 360,000; AID 602405; in the data active = inhibition above about 16%, passing the limit was not always enough; inconclusive = no clear call, values can overlap the other calls; note: strong numbers were not always called active
CASP6 VEID inh: caspase-6 (human) enzyme inhibition; purified caspase-6, Z-VEID-R110 cleavage fluorescence; inhibition, % at 12.5 µM; AID 686996; P55212; hit rate 0.53% among 350,000;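 active = mean inhibition across replicates at least about 35%, with every replicate also reaching that limit, limit read from the data; inconclusive = only one of the two criteria met; inactive = neither criterion met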;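 note: 0% = median of neutral control wells and 100% = no fluorescence left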
esBAF inh: SWI/SNF esBAF complex inhibition; mouse ES cells, Bmi1-luciferase knock-in reporter, 24 h; 100% = twice the neutral-well signal; hit rate 2% among 350,000; reporter increase, % at 12.5 µM; AID 602393; in the data active = activation above about 40%; inconclusive = no clear call, values can overlap the other calls;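 note: 0% = median of the plate's neutral control wells and 100% = double that signal; a rise in the Bmi1 reporter signal indicates esBAF inhibition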
ARNT-TACC3 inh: disrupts binding between human ARNT and TACC3 | inhibition, % at 9.99 µM | AID 623870 | AlphaScreen His-ARNT PAS-B/GST-TACC3 binding, luminescence; TACC3 fragment carries E629A point mutation | Q9Y6A5 | hit rate 0.66% among 390,000;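 active = mean inhibition of replicates at least 50% and at least half of replicates each reaching 50%; inconclusive = half or more replicates reach 50% but mean below 50%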;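 note: 0% = complete ARNT plus TACC3 wells and 100% = ARNT alone without TACC3; many hits fall short of the cut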
ERp5 inh: ERp5 (human) disulfide isomerase inhibition; Q15084; ERp5 insulin aggregation, absorbance 650 nm, 90 min; inhibition, % at 9.99 µM; hit rate 0.05% among 350,000; AID 651711;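 active = mean replicate inhibition above about 25%, with every replicate also reaching it, limit read from the data, passing the limit was not always enough; inconclusive = only one of those two criteria met; inactive = neither criterion met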
Target sequence (Q15084 whole entry, looked up): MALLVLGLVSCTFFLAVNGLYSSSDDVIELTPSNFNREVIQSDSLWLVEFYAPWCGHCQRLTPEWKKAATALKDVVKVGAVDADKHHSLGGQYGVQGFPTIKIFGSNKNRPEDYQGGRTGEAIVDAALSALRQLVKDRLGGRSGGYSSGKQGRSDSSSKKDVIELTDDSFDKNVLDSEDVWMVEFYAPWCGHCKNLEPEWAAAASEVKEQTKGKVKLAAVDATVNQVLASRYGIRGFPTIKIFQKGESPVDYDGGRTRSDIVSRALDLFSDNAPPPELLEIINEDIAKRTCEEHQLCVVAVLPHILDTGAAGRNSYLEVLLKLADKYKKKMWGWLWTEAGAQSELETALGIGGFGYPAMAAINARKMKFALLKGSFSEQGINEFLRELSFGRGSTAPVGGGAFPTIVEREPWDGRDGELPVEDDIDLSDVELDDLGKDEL
RAD52 inh: blocks human RAD52 DNA annealing; hit rate 0.46% among 360,000; recombinant RAD52 DNA annealing, FRET fluorescence; P43351; inhibition, % at 18.7 µM;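 active = every replicate showing at least 50% inhibition; inconclusive = mean inhibition at least 50% but not in every replicate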
Target sequence (P43351 whole entry, looked up): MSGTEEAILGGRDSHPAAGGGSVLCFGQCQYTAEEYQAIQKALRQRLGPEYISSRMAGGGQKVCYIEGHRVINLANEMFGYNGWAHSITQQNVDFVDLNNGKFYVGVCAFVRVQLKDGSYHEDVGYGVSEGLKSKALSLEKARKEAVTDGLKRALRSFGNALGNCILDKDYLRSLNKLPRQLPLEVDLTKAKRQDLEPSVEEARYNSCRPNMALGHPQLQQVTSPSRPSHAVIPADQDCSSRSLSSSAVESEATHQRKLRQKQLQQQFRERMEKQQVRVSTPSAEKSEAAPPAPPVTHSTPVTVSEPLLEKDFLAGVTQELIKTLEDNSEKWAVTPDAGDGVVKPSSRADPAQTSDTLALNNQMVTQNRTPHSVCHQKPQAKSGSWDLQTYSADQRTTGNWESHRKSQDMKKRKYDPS
Starred values were filed as active, the others as inactive; i = inactive; ? = inconclusive; / = no result given; & = joins results of further samples.

SMILES | E-selectin induc | RAD54 branch | PglD inh | CASP6 VEID inh | esBAF inh | ARNT-TACC3 inh | ERp5 inh | RAD52 inh
O=C1CC(N2CCN(C(c3ccccc3)c3ccccc3)CC2)C(=O)N1Cc1ccc(N2CCCC2=O)cc1 (stereo not given) | / | -9 | 2 | / | -12 | 9 | / | /
O=C(c1cnsn1)N1CCN(c2ccccn2)CC1 | / | -1 | 5 | / | -2 | -4 | / | /
CCC(C)NCC(O)(c1ccc(Cl)cc1)c1ccc(Cl)cc1 (stereo not given) | / | 7 | -1 | -2 | -2 | -5 | 4 | 6
CCc1ccccc1NC(=O)Nc1ccsc1C(=O)OC | / | 4 | -3 | -5 | 4 | -4 | 2 | -10
CCC(=O)N1C[C@@H](C)[C@H](OC)CN(C)C(=O)c2ccc(NC(=O)c3ccccc3)cc2OC[C@H]1C | -0.1 | 2 | 5 | 2 | 2 | 0 | 0 | 8
N#Cc1cn(N2CCCCC2)c(=O)[nH]c1=O | -0.1 | 4 | -5 | 0 | -5 | -5 | 5 | -3
COc1cc(C(=O)NCC(=O)N/N=C/c2cccs2)cc(OC)c1OC | / | 2 | 1 | 3 | / | -7 | -2 | -9
COc1ccc(CCNC(=O)CSc2nnc(CNC(=O)c3cc(OC)c(OC)c(OC)c3)o2)cc1OC | / | -17 | 5 | -5 | -6 | -1 | 6 | -14
COc1cc(CN2CC3(CCN(S(=O)(=O)c4cccc(F)c4)CC3)c3c([nH]c4cc(OC)ccc34)[C@@H]2CO)cc(OC)c1 | -0.5 | / | / | -2 | / | / | 6 | -26
COc1cc(CCc2ccccc2)c(C(=O)O)c(O)c1CC=C(C)C | / | 2 | -4 | 2 | -11 | 1 | 0 | -17
CC(=O)N1CCOc2ccc(S(=O)(=O)NC[C@H]3O[C@@H](n4cnc5c(N)ncnc54)[C@H](O)[C@@H]3O)cc21 | 0.3 | -9 | -2 | -6 | -2 | 2 | 0 | -7
Nc1cc(-c2ccc(Cl)cc2)nn1S(=O)(=O)c1ccc(Cl)cc1 | 0.0 | 1 | -1 | 2 | -9 | -7 | -1 | -7
Cc1ccc(NC2=CC(=O)CC(C)(C)C2)c(N)c1 | / | -6 | -4 | / | 9 | -2 | / | /
N#Cc1ccc(-c2nc3c4ccccc4ccn3c2CC2CCCCC2)cc1 | 1.0 | / | / | 1 | / | / | -8 | -25
CCCc1cc(=O)[nH]c(SCC(=O)N2CCOCC2)n1 | -0.1 | -9 | -6 | 2 | -6 | -1 | 3 | 0
O=C(COc1ccccc1)NCCS(=O)(=O)N1CCN(c2ccccc2)CC1 | / | -10 | 1 | 0 | -6 | -3 | 1 | -10
CCCCOCC1CN(CCCC)S(=O)(=O)c2c(Oc3ccc(OC)cc3)cccc2O1 (stereo not given) | 1.4 | / | / | 3 | / | / | 1 | -5
Cc1cc(C)cc(NC(=O)c2cccnc2)c1 | 5.9 | -5 | -1 | -4 | 5 | 4 | -1 | -11
Cc1c(NC(=O)C(C)OC(=O)[C@@H](NC(=O)c2ccccc2)C(C)C)c(=O)n(-c2ccccc2)n1C (stereo not given in full) | / | 7 | 0 | / | 0 | -3 | / | /
C/C(=C\C(=O)c1ccccc1)Nc1cccc(O)c1 | / | -6 | -1 | 0 | ? | 13 | ? | -14
CCc1c(C)[nH]n(-c2ccc(Oc3ccccc3)c(S(=O)(=O)O)c2)c1=O | / | -11 | -3 | / | 1 | 8 | / | /
O=[N+]([O-])c1ccccc1/C=N/NC1=NCCN1 | -0.2 | / | / | -1 | / | 34 | -2 | -10
CCOc1ccccc1CNC(=O)c1ccc2nc(N3CCOCC3)sc2c1 | 0.4 | -4 | 3 | -2 | 9 | 4 | 0 | -21
COc1ccc(CN(C)C[C@@H]2Oc3c(NC(=O)Nc4ccc(F)cc4)cccc3C(=O)N([C@H](C)CO)C[C@H]2C)cc1 | -5.0 | 17 | -3 | 1 | 1 | -5 | -8 | 0
COCCN1CCn2c(nc3cc(NC(C)=O)ccc32)C1 | -0.3 | -4 | -1 | 0 | 1 | -10 | 6 | -10

(next part)
SMILES | E-selectin induc | RAD54 branch | PglD inh | CASP6 VEID inh | esBAF inh | ARNT-TACC3 inh | ERp5 inh | RAD52 inh
CC1=C(C(=O)Nc2ccc(Cl)cc2)C(c2ccncc2)C(C#N)=C(SCC(N)=O)N1 (stereo not given) | / | / | / | 5 | / | -1 | -5 | 12
C[C@H](CO)N1C[C@H](C)[C@@H](CN(C)Cc2ccc(Oc3ccccc3)cc2)Oc2c(NC(=O)Nc3ccc4c(c3)OCO4)cccc2C1=O | 0.2 | -5 | -3 | 2 | 5 | -3 | -10 | -5
COc1ccccc1/C=C/C=C1\Oc2c(ccc(O)c2CN(C)C)C1=O | / | -157 | -15 | -24 | 15 | 2 | 2 | i
Cc1ccc(S(=O)(=O)Nc2ccc3c(c2)C(=O)N([C@@H](C)CO)C[C@H](C)[C@H](CN(C)C(=O)c2ccccc2)OCCCC[C@@H](C)O3)cc1 | / | 2 | -3 | -1 | 3 | -3 | -8 | 13
Cn1cc(Br)c(C(=O)NNC(=O)Cc2ccc(Cl)cc2)n1 | 0.0 | 3 | -3 | 5 | 4 | -9 | 1 | 2
C[C@H](CO)N1C[C@H](C)[C@@H](CN(C)C(=O)NC2CCCCC2)Oc2c(NC(=O)Nc3cccc4ccccc34)cccc2C1=O | 0.4 | 0 | 6 | -2 | 4 | 5 | -1 | 5
COCC#Cc1cnc2c(c1)C(=O)N([C@@H](C)CO)C[C@H](C)[C@H](CN(C)C(=O)Cc1ccccc1)O2 | ? | 6 | -2 | -1 | -6 | -10 | 1 | -2
Cc1cc(C(=O)OCC(=O)Nc2ccccc2C(F)(F)F)on1 | 0.0 | -4 | 2 | 1 | -5 | 26 | 6 | -10
Fc1ccc(OCc2nnc(SCCN3CCOCC3)o2)cc1 | / | 0 | -4 | / | 0 | 1 | / | /
CN(Cc1ccco1)C(=O)c1ccc(CNS(=O)(=O)c2ccc3c(c2)C(C)(C)C(=O)N3C)cc1 | 14 | -1 | 2 | 2 | -6 | -2 | 3 | -17
S=C(NCCC1=CCCCC1)NCc1ccco1 | 1.6 | / | / | 0 | / | 8 | 0 | -9
O=C(O)c1cccc(Nc2ccc3nonc3c2[N+](=O)[O-])c1 | / | -3 | -2 | -2 | -2 | -3 | 2 | -7
CCCCCCn1nc(C(=O)N(CCOC)c2c(N)n(CCCC)c(=O)[nH]c2=O)c2ccccc2c1=O | 0.2 | -15 | 7 | -1 | -3 | -4 | 2 | -75
CO[C@H]1CN(C)C(=O)c2cc(NC(=O)C3CC3)ccc2OC[C@H](C)N(C(=O)c2cccnc2)C[C@@H]1C | 0.0 | -12 | -2 | -1 | -10 | -7 | -2 | 3
O=C(C1CCCCC1)N1C[C@@H](O)[C@H](n2cc(-c3ccc(F)cc3)nn2)C[C@@H]1c1ccc(Cl)cc1 | -0.1 | / | / | 4 | -3 | / | -2 | 3
COc1ccc(CCNc2cc(C)nc3c(-c4ccccc4OC)cnn23)cc1OC | -0.2 | -3 | -3 | -1 | 4 | 7 | 0 | -15
COc1ccc(S(=O)(=O)N2CCN(Cc3ccc(OC)c(OC)c3)CC2)cc1 | / | 4 | 4 | 0 | -2 | -3 | 4 | -20
Cc1cc(Cl)c(OCCCSc2nc(C)cc(=O)[nH]2)c(Br)c1 | / | 5 | -4 | 1 | -6 | -3 | 0 | -13
COc1ccc(S(=O)(=O)N(C)C[C@@H]2OCCCC[C@H](C)Oc3ccc(NC(=O)CCCN(C)C)cc3C(=O)N([C@H](C)CO)C[C@@H]2C)cc1 | 0.0 | 13 | -1 | 0 | -1 | -9 | -7 | 29
N#C[C@@H]1[C@@H](c2ccccc2-c2cccc(F)c2)[C@@H](CO)N1C(=O)CN1CCOCC1 | 0.0 | / | / | -1 | / | / | 2 | 3
CS(=O)(=O)N1C[C@@H](O)COC[C@H]2O[C@@H](CC(=O)NC3Cc4ccccc4C3)CC[C@@H]21 | -0.1 | -3 | 1 | -22 | -3 | 29 | -1 | 2
COc1ccc(NC(=O)N(C)C[C@H]2Oc3c(NC(=O)Nc4ccccc4)cccc3C(=O)N([C@H](C)CO)C[C@@H]2C)cc1 | -0.5&0.2 | -6&-7 | -2&1 | 3&4 | 3&8 | 1&-3 | -5&18 | 7&4
C[C@H]1CN([C@@H](C)CO)C(=O)c2cccc(NC(=O)Nc3ccc4c(c3)OCO4)c2O[C@H]1CN(C)S(=O)(=O)c1ccc(F)cc1 | -16 | -19 | 4 | 3 | 11 | 6 | -2 | 7
c1cc2c(nn1)CCc1nonc1-2 | / | 1 | 1 | / | -5 | -9 | / | /
CCOc1ccccc1NC(=O)Cc1coc2ccc(C)cc12 | 1.8 | / | / | 1 | / | -7 | 3 | -17

Filtered by structure: those above containing a thiophene ring, fused or not (2)
SMILES | E-selectin induc | RAD54 branch | PglD inh | CASP6 VEID inh | esBAF inh | ARNT-TACC3 inh | ERp5 inh | RAD52 inh
CCc1ccccc1NC(=O)Nc1ccsc1C(=O)OC | / | 4 | -3 | -5 | 4 | -4 | 2 | -10
COc1cc(C(=O)NCC(=O)N/N=C/c2cccs2)cc(OC)c1OC | / | 2 | 1 | 3 | / | -7 | -2 | -9

Next section.
SMILES | E-selectin induc | RAD54 branch | PglD inh | CASP6 VEID inh | esBAF inh | ARNT-TACC3 inh | ERp5 inh | RAD52 inh
COc1ccc(N(C)C(=O)c2onc3c2CCCC3)cc1 | / | / | / | 0 | / | -6 | 1 | -2
CCC(=O)N1Cc2cc(C(=O)N3CCN(C)CC3)nc(-c3cccc(-c4cccnc4)c3)c2[C@@H]1CCO | -0.2 | / | / | -1 | / | / | -3 | 1
O=C(Nc1ccc(N2CCN(C(=O)c3cccs3)CC2)c(Cl)c1)c1ccco1 | / | 6 | -9 | 2 | 17 | 15 | 0 | -12
COc1ccccc1-c1nnc(SCC(=O)O)n1-c1ccc(C)cc1 | / | / | / | 2 | / | -5 | 3 | -4
COc1cc(C(=O)Nc2c(C(=O)N3CCOCC3)oc3ccccc23)cc(OC)c1OC | / | -2 | -7 | 0 | 3 | 3 | -1 | 5
CCn1c(SC(C)C(=O)NCC2CCCO2)nc2ccccc21 (stereo not given) | 0.4 | -3 | 2 | 0 | 1 | / | -2 | -2
CC1CCN(c2ccc([N+](=O)[O-])cc2C(=O)N2CCOCC2)CC1 | 0.6 | 7 | -8 | 0 | -4 | 1 | 2 | 0
N#C[C@H]1[C@H](c2ccccc2)[C@@H](CO)N1C(=O)c1cccnc1 | 2.3 | 20 | 1 | 0 | 4 | -6 | -4 | -4
CCOC(=O)c1sc(NC(=O)C(CC)Sc2nnc3c4ccccc4n(C(C)C)c3n2)nc1C (stereo not given) | ? | 2 | 4 | -5 | 1 | 2 | 3 | -5
C[C@H](O)[C@@H]1C(=O)N2CCc3ccc(N4CCN(C)CC4)cc3[C@@H]2C[C@@H]1N(C)C(=O)NC1CCCCC1 | -0.5 | -11 | -6 | -6 | -4 | 4 | -1 | 3
C=CCNC(=S)NN=C1CCCCCCC1 | / | / | / | -3 | / | 11 | ? | -9
Cc1cc(O)c2c(CN3CCN(Cc4ccccc4)CC3)cc(=O)oc2c1 | -0.1 | 3 | -4 | -3 | 6 | -1 | 3 | -4
COc1ccc(NS(=O)(=O)c2ccc3nc(COc4ccc5ccccc5c4)[nH]c3c2)cc1 | 0.1 | 0 | 2 | / | 7 | -1 | / | /
S=c1[nH]cnc2sc(Nc3ccccc3)nc12 | 0.2 | -3 | -1 | 3 | 7 | 5 | -1 | -4
